# RPL19A TOR yeast: modulators of TOR pathway RPL19A-GFP in S. cerevisiae; AID 2025; percent response vs DMSO, % at 10 µM; 330,000 tested, 0.3% active; S. cerevisiae RPL19A-GFP strain, flow cytometry, 3 h; stronger effect = lower value;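 active means percent response vs DMSO below 50%; inconclusive means fewer than 70 events counted for the yeast strain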;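 further: median channel GFP fluorescence of the barcoded RPL19A-GFP strain; ratio of sample median GFP to plate DMSO average so 100% = DMSO; lower means less RPL19A-GFP as with rapamycin TOR inhibition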
# LAP4-GFP MLPCN: yeast TOR pathway LAP4-GFP modulation; S. cerevisiae LAP4-GFP multiplex, flow cytometry GFP, 3 h; median GFP as percent of DMSO wells; GFP response vs DMSO, % at 10 µM; 320,000 tested, 0.34% active; AID 2023;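 active means GFP response vs DMSO above a set limit, about the screen mean plus 3 SD, cut at about 150% in these data; inconclusive means under 70 cell events counted for the yeast strain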
# CIT2-GFP yeast: alters CIT2-GFP fluorescence in TOR pathway yeast screen. GFP response vs DMSO, % at 10 µM. 320,000 tested, 0.065% active. S. cerevisiae CIT2-GFP strain, flow cytometry, 3 h; 100 means same as DMSO wells;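 active means GFP response relative to DMSO above a set limit, near the screen mean plus 3 SD, cut at about 150% in these data; inconclusive means Fewer than 70 cells measured for a yeast strain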;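 further: ratio of well median GFP fluorescence to mean of DMSO wells on the plate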
# GRK2 aptamer HTS: human GRK2 inhibition via aptamer displacement. bead flow cytometry, FAM-aptamer displacement from GRK2. inhibition of aptamer binding, % at 10 µM. 330,000 tested, 0.59% active;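 active means inhibition of aptamer binding above 40%, roughly 3 SD of noise, on plates passing a quality check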;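 further: median bead fluorescence of bound FAM aptamer so fluorescent compounds give negative values; no value below 0 was filed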
# Target sequence (P25098 whole entry, looked up): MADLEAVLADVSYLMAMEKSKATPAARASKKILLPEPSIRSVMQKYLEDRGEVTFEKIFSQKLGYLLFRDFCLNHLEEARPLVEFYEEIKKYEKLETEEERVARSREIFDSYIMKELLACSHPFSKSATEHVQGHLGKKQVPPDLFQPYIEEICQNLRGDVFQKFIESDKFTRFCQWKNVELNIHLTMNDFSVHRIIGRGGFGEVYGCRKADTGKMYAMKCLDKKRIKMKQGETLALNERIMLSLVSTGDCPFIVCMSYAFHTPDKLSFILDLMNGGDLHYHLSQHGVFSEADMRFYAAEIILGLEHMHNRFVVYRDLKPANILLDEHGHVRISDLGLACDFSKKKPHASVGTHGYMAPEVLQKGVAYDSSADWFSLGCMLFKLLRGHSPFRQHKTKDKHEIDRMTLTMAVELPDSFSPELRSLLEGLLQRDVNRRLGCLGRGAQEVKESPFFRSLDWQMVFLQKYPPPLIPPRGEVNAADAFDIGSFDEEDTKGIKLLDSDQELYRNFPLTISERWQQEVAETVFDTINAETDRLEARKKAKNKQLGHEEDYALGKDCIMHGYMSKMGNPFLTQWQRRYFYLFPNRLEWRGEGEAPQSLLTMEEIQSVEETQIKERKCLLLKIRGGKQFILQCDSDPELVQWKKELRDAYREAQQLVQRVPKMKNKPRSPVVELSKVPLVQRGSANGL
# AGP1-GFP MLPCN: alters AGP1-GFP fluorescence in TOR pathway yeast screen | S. cerevisiae AGP1-GFP multiplex flow cytometry, 3 h; GFP as percent of DMSO wells | GFP response vs DMSO, % at 10 µM | 320,000 tested, 0.02% active | AID 2066;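 active means GFP response relative to DMSO above a set limit, near screen average plus 3 SD, cut at about 150% in these data; inconclusive means fewer than 70 cells counted for the yeast strain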;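 further: median GFP channel fluorescence of the gated AGP1 strain per well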
# GASC-1 inh: human JMJD2C demethylase inhibition; AID 2099; Q9H3R0; 330,000 tested, 0.069% active; inhibition, % at 2.35 µM; GST-JMJD2C(1-420) H3K9me3 demethylation, DELFIA europium;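 active means more than half of a compound's replicate wells show inhibition beyond 50%, single wells judged on their own value; inconclusive means some, but no more than half, of replicates pass 50% inhibition; inactive means no replicate passes 50% inhibition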;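 further: signal counts dimethyl H3K9 product captured on neutravidin plate; 0% = median of DMSO wells and 100% = 0.3 times that DMSO median; strong numbers were not always called active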
# Target sequence (Q9H3R0 1-420 limits assumed): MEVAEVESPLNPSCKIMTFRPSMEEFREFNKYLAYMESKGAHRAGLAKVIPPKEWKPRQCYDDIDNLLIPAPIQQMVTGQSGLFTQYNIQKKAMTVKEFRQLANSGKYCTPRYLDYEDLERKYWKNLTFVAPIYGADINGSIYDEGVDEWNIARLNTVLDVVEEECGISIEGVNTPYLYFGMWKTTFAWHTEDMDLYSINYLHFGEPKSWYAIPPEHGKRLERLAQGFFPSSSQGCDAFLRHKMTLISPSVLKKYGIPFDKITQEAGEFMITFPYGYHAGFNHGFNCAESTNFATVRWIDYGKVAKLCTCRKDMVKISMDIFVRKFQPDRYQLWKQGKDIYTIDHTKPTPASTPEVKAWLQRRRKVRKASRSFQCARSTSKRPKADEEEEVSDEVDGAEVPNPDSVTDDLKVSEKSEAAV
# VLA-4 inh: inhibition in a human VLA-4 binding assay | P13612 | VLA-4 expressing cells, ligand binding flow cytometry | inhibition, % (about 7 µM as worked out from the volumes in the protocol) | 330,000 tested, 0.2% active | AID 2557; in the data active means inhibition above about 50%
# MEP2 TOR yeast: modulators of TOR pathway MEP2-GFP in S. cerevisiae | GFP response vs DMSO, % at 10 µM | 330,000 tested, 0.51% active | S. cerevisiae MEP2-GFP strain, flow cytometry GFP, 3 h; 100% = DMSO control level;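 active means GFP response versus DMSO above a set limit, roughly screen mean plus 3 SD, cut at about 180% in these data; inconclusive means fewer than 70 cells counted for a yeast strain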;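 further: median GFP fluorescence of the barcode-gated MEP2-GFP cells per well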
# Numbers without * were called inactive; u = inconclusive; x = not tested or not shown.
1) CCOc1ccc(/C=C/C(=O)OCC(=O)Nc2cccc(S(=O)(=O)N3CCCC3)c2)cc1
2) C=CCc1ccccc1OCCOc1ccc([N+](=O)[O-])cc1/C=N/NC(N)=O
3) Cc1onc(-c2ccccc2)c1C(=O)NCCSCc1ccco1
4) CC(=O)c1c(C)n(C)c2ccc(OC(=O)c3ccc([N+](=O)[O-])cc3)cc12
5) CN=C(C)/C(C(=O)OC)=C(/O)c1c(F)cccc1F
6) Cc1ccc(-c2nc(CSCC(=O)NCC3CCCO3)c(C)o2)cc1 (stereo not drawn)
7) Cc1c(Cl)c([N+](=O)[O-])nn1Cc1ccc(C(=O)N/N=C\c2ccccn2)o1
8) COc1cccc(C(=O)NCCS(=O)(=O)N2CCOCC2)c1
9) Cc1ccc(S(=O)(=O)c2c(C)nn(C(C)(C)C)c2OC(=O)c2ccco2)cc1
10) Cc1ccc(N2C(=S)NC3c4ccccc4OC2(C)C3C(=O)N(C)C)cc1 (stereo not drawn)

Compound	1	2	3	4	5	6	7	8	9	10
RPL19A TOR yeast	122	117	96	103	98	98	90	100	104	95
LAP4-GFP MLPCN	115	101	98	90	107	108	98	102	106	94
CIT2-GFP yeast	109	118	97	99	104	103	86	111	103	103
GRK2 aptamer HTS	1	0	0	1	0	2	1	0	6	0
AGP1-GFP MLPCN	115	108	97	99	100	102	91	100	101	98
GASC-1 inh	0	-26	-4	-12	1	-22	1	-4	13	3
VLA-4 inh	13	-4	-2	3	22	13	17	26	15	-2
MEP2 TOR yeast	111	120	100	105	97	105	109	104	94	90

11) CCCCNC(=O)c1ccc2c(SCC(=O)O)c3c(nc2c1)CCCC3
12) CC(C)[C@H](NC(=O)c1ccco1)C(=O)OCc1cc(=O)n2c(n1)sc1ccccc12
13) CCOC(=O)Nc1ccc2c(c1)nc(CN1CCN(C(C)=O)CC1)n2C
14) CCC(C)(C(=O)NC1CCCCC1)N(C)C(=O)c1ccc2c(c1)OCO2 (stereo not drawn)
15) CC1CN(C(=O)C(C)OC(=O)c2ccc3ncsc3c2)CC(C)O1 (stereo not drawn)
16) Cc1ccccc1-n1ncc2c1CC(C)(C)CC2NC(=O)CCC(F)(F)F (stereo not drawn)
17) CSCCC(NC(=O)c1ccco1)C(=O)NCCc1ccc(Cl)cc1 (stereo not drawn)
18) C=CCC(NC(=O)c1ccc(C#N)cc1)C(=O)NCCC (stereo not drawn)
19) CC1(C)C(c2ccccc2)=[N+]([O-])CN1O
20) CC1(C)Nc2ccccc2C(=O)N1NS(=O)(=O)c1ccccc1

Compound	11	12	13	14	15	16	17	18	19	20
RPL19A TOR yeast	104	105	103	95	97	105	98	95	94	108
LAP4-GFP MLPCN	110	93	93	96	102	94	98	103	91	97
CIT2-GFP yeast	103	111	93	100	94	102	105	100	102	104
GRK2 aptamer HTS	2	13	68*	47*	0	1	1	0	0	0
AGP1-GFP MLPCN	98	102	98	98	97	102	100	97	95	106
GASC-1 inh	-2	9	3	10	-1	12	x	1	16	-15
VLA-4 inh	11	1	-5	8	9	8	18	0	8	29
MEP2 TOR yeast	185*	106	95	98	92	108	102	92	95	103

# Complete entries, quoted from the list. Order of values: RPL19A TOR yeast, LAP4-GFP MLPCN, CIT2-GFP yeast, GRK2 aptamer HTS, AGP1-GFP MLPCN, GASC-1 inh, VLA-4 inh, MEP2 TOR yeast
# Listed for CSCCC(NC(=O)c1ccco1)C(=O)NCCc1ccc(Cl)cc1 (stereo not drawn) : 98, 98, 105, 1, 100, x, 18, 102
# Listed for CC1(C)C(c2ccccc2)=[N+]([O-])CN1O : 94, 91, 102, 0, 95, 16, 8, 95
# Listed for CC1CN(C(=O)C(C)OC(=O)c2ccc3ncsc3c2)CC(C)O1 (stereo not drawn) : 97, 102, 94, 0, 97, -1, 9, 92
# Listed for CCC(C)(C(=O)NC1CCCCC1)N(C)C(=O)c1ccc2c(c1)OCO2 (stereo not drawn) : 95, 96, 100, 47*, 98, 10, 8, 98

# Next part
21) CCOc1ccc(CCNC(=O)c2ccc(C)c(NC3=NC4CS(=O)(=O)CC4S3)c2)cc1 (stereo not drawn)
22) CCOC(=O)c1cn(CC(=O)Nc2ccc3c(c2)OCCO3)nn1
23) CC1=CC(c2ccccc2)NC(=S)N1 (stereo not drawn)
24) COc1ccccc1C1N(c2ccc(Cl)cc2)C(=O)C2CCCN21 (stereo not drawn)
25) Nc1nc(Nc2ccccc2Br)nc(C(F)(F)F)n1
26) CCc1nnc(NC(=O)c2ccc(OC)c(S(=O)(=O)N3CCCC3)c2)s1
27) CCOc1nc(Nc2ccc(OC)c(Cl)c2)nc(OCC)n1
28) Cc1nn(CC(=O)Nc2ccc3c(c2)nc(CN2CCCCC2)n3C)c(=O)c2ccccc12
29) CCOC(=O)Cn1nnc(-c2ccc(S(C)(=O)=O)cc2)n1
30) O=C(O)CSc1c2c(nc3cc(C(=O)N4CCCC4)ccc13)CCCC2

Compound	21	22	23	24	25	26	27	28	29	30
RPL19A TOR yeast	100	103	97	81	104	102	100	103	105	99
LAP4-GFP MLPCN	99	102	104	101	112	105	110	108	109	99
CIT2-GFP yeast	102	99	89	98	97	102	88	100	100	100
GRK2 aptamer HTS	3	0	0	0	0	0	1	0	0	6
AGP1-GFP MLPCN	103	106	91	79	101	104	94	110	106	100
GASC-1 inh	-3	-2	58	-10	-4	x	-6	u	-16	-9
VLA-4 inh	-2	9	-13	-3	45	0	8	-13	-2	-4
MEP2 TOR yeast	106	106	89	134	102	106	105	105	102	97

31) C[C@H]1CCC[C@@]2(O[C@H](CCO)C[C@H](O)[C@H]2O)O1
32) Cc1ccc(Cn2c(C(C)Nc3nc(-c4ccc(F)cc4)cs3)nc3cc(C(F)(F)F)ccc32)cc1 (stereo not drawn)
33) O=[N+]([O-])c1ccc(-c2nc(Nc3cccc(O)c3)c3ccccc3n2)cc1
34) CSCC[C@H](NC(=O)C1CCN(S(=O)(=O)c2ccc(C)cc2C)CC1)c1nc2ccccc2[nH]1
35) COc1ccc(NC(=S)NC(=O)/C=C/c2cccs2)cc1
36) CCOC(=O)c1c(C)n(C)c2ccc(OC(=O)c3ccoc3)cc12
37) COc1cccc(C(=O)N2CCCN(C)CC2)c1OC
38) Cc1ccc(OCC(=O)NNC(=O)Nc2ccc(Cl)cc2)c(Br)c1
39) COc1cccc(N2C(=O)/C(=C\c3cccs3)NC2=S)c1
40) Cc1ccc2nc(N3CCN(S(=O)(=O)c4ccc5c(c4)OCCO5)CC3)c(C#N)cc2c1

Compound	31	32	33	34	35	36	37	38	39	40
RPL19A TOR yeast	100	104	102	u	100	97	104	100	99	103
LAP4-GFP MLPCN	120	113	100	u	108	89	94	x	98	106
CIT2-GFP yeast	98	94	105	u	94	91	101	x	104	107
GRK2 aptamer HTS	1	1	2	1	0	0	0	0	2	0
AGP1-GFP MLPCN	86	91	100	u	98	93	101	x	96	103
GASC-1 inh	3	5	0	-1	-1	x	-17	8	2	1
VLA-4 inh	-6	15	3	-6	16	5	8	-3	-5	-7
MEP2 TOR yeast	90	92	105	u	98	95	104	113	96	100

41) CC1(C)CC(=O)C2=C(C1)OC(N)=C(C#N)C2c1ccsc1 (stereo not drawn)
42) O=C(OCCOc1ccc(Br)cc1)c1ccc(Cl)nc1
43) CCn1nnnc1SCC(=O)N1CCCc2ccccc21
44) CCCn1c(=NC(=O)CS(=O)(=O)c2ccccc2)sc2cc(S(C)(=O)=O)ccc21
45) CCOC(=O)c1ccccc1NC(=O)c1nc2nccc(C)n2n1
46) O=C(NN1C(=O)C2C3c4ccccc4C(c4ccccc43)C2C1=O)C1CC1 (stereo not drawn)
47) CC(=O)Nc1sc2c(c1C(c1ccccc1)N1CCOCC1)CCCC2 (stereo not drawn)
48) CN1CCN(c2cc3c(c4c2[nH]c2ccccc24)C(=O)CC(C)(C)C3)CC1
49) Cc1ccc(NC(=O)CN(C)CC(=O)NC2CCCc3ccccc32)cc1 (stereo not drawn)
50) C=C(C)Cn1c(SCC(=O)NCc2ccco2)nc2sc3c(c2c1=O)CCC3

Compound	41	42	43	44	45	46	47	48	49	50
RPL19A TOR yeast	103	94	96	94	91	97	112	102	98	98
LAP4-GFP MLPCN	96	101	93	94	101	96	104	104	93	106
CIT2-GFP yeast	101	88	85	95	98	88	104	99	93	95
GRK2 aptamer HTS	0	2	4	2	0	0	2	0	3	4
AGP1-GFP MLPCN	102	94	98	96	93	101	109	105	96	111
GASC-1 inh	-35	0	-5	-1	-15	-4	-1	7	-3	-6
VLA-4 inh	-9	21	4	1	15	2	8	22	8	-14
MEP2 TOR yeast	105	94	93	96	103	93	101	100	97	94

51) CCOc1ccc(C2C=C(c3ccc(C)cc3)Nc3nnnn32)cc1 (stereo not drawn)
52) O=C(Cn1c(=O)n(Cc2ccc3c(c2)OCO3)c(=O)c2ccccc21)N1CCCc2ccccc21
53) CCCOc1ccc(NC(=O)CC2Nc3ccccc3NC2=O)cc1 (stereo not drawn)
54) O=C(O)c1ccccc1C(=O)Nc1ccc(Br)c2cccnc12
55) CC(CNC(=O)CCc1ccccc1)NC(=O)CCc1ccccc1 (stereo not drawn)
56) Cc1n[nH]c(=O)c2c(NC(=O)CSc3nc4ccccc4c(=O)n3CCCOC(C)C)oc(C)c12
57) CCOc1ccc(CNC(=O)Nc2ccccc2)cc1
58) CC(C)CCN(C(=O)c1csnn1)C(C(=O)NC1CCCC1)c1ccc(F)cc1 (stereo not drawn)
59) CCOC(=O)c1c(NC(=O)COC(=O)c2ccc([N+](=O)[O-])cc2)sc(C(=O)N(C)C)c1C
60) CC(C)CCN1CCC(C)(NC(=O)c2ccccc2)C1=O (stereo not drawn)

Compound	51	52	53	54	55	56	57	58	59	60
RPL19A TOR yeast	102	94	94	98	98	97	102	102	97	96
LAP4-GFP MLPCN	102	97	84	108	105	98	97	103	106	97
CIT2-GFP yeast	106	90	81	95	100	98	93	96	98	93
GRK2 aptamer HTS	0	3	4	3	0	0	2	3	0	0
AGP1-GFP MLPCN	105	94	88	101	102	110	94	104	101	92
GASC-1 inh	123	x	-9	9	3	6	-8	9	0	8
VLA-4 inh	5	2	-11	-5	20	-1	13	7	24	0
MEP2 TOR yeast	98	95	87	92	98	101	106	104	95	82

61) Cc1ccc(C(=O)c2sc3c(c2N)c(=O)[nH]c(=O)n3CCc2ccccc2)cc1
62) COC(=O)c1ccc(C2/C(=C(/O)c3ccc(OC)cc3)C(=O)C(=O)N2c2cc(C)on2)cc1 (stereo not drawn)
63) COC(=O)C1CN(C(=O)C(C)Oc2cc(C)ccc2C(C)C)c2ccccc2O1 (stereo not drawn)
64) CSc1nc2nc3c(cc2c(=O)n1-c1ccccc1)COC(C)(C)C3
65) COc1ccc(/C=N/NC(=O)CC(=O)NC2CCCCC2)cc1
66) O=C(/C=C/c1ccco1)N/C(=C\c1ccco1)C(=O)NCCc1nc2ccccc2[nH]1
67) O=C(NCc1ccccc1)Nc1cccn(Cc2ccc(Cl)cc2)c1=O

Compound	61	62	63	64	65	66	67
RPL19A TOR yeast	102	103	101	103	96	106	97
LAP4-GFP MLPCN	104	86	88	101	95	105	116
CIT2-GFP yeast	94	x	97	108	102	101	91
GRK2 aptamer HTS	1	5	0	0	0	7	5
AGP1-GFP MLPCN	96	102	97	105	102	101	96
GASC-1 inh	7	10	6	-27	0	2	194
VLA-4 inh	-2	12	5	8	20	9	19
MEP2 TOR yeast	102	96	101	104	99	106	95

# Source: PubChem (several laboratories)
